CHT block: human CHT choline transport inhibition. 0.86% of 310,000 active. Q9GZV3. B-score at 10 µM. AID 488975. CHT-expressing cells, membrane potential dye, choline response; stronger effect = lower value;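 active = B-score over 3 SD under the library average, and starting fluorescence ratio not unusually high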;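 also: choline stimulus applied at its EC90 after an EC20 pre-addition; B-score computed on integrated fluorescence ratio after choline addition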
Target sequence (Q9GZV3 whole entry, looked up): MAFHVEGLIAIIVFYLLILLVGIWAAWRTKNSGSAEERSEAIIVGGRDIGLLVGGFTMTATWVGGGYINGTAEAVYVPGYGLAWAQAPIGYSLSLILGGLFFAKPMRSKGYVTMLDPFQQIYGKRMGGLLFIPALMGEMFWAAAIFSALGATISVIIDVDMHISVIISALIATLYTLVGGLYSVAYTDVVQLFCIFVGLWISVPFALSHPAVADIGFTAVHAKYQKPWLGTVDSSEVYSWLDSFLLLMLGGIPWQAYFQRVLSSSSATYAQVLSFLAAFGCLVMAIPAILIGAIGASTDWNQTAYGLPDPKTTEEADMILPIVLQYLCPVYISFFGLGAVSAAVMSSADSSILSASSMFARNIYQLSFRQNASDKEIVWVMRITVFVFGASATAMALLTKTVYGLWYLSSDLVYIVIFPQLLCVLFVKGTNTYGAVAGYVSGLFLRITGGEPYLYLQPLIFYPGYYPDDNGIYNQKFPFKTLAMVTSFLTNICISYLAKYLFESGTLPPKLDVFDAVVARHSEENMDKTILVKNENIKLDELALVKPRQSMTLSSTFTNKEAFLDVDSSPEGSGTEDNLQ
Kir21 block: inhibitors of mouse Kir2.1 inward-rectifier potassium channel | P35561 | HEK293-Kir2.1, FluxOR thallium flux fluorescence; stronger effect = lower value | B-score at 10 µM | 0.85% of 310,000 active | AID 1672;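 active = fluorescence ratio B-score at or below minus 3 SD of library scores, with starting-brightness B-score within 2 SD, cut at about -4.2 in these data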;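 also: channel flux triggered by added potassium and thallium sulfate stimulus; B-score of peak minus minimum fluorescence over baseline after thallium stimulus; more negative B-score means stronger Kir2.1 block with less thallium influx; some compounds called inactive have numbers as strong as hits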
Target sequence (P35561 whole entry, looked up): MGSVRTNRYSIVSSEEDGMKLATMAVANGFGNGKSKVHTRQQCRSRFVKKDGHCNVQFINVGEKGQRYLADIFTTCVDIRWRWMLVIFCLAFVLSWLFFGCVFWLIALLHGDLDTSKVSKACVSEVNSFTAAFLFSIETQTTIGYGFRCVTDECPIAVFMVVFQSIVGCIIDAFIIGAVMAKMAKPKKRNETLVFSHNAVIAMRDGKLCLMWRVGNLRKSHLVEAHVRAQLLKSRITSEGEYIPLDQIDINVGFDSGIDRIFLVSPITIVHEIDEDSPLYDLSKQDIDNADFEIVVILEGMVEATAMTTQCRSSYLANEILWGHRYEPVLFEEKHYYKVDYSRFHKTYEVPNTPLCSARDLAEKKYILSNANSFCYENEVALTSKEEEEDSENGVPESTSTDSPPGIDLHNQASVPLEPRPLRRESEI
Starred values were filed as active, the others as inactive; i = inactive; nt = no result given.

SMILES	CHT block	Kir21 block
COc1ccc(-c2oc(=O)n(C)c2-c2ccc(OC)cc2)cc1	i	-1.8
CCc1nc(NCCO)c(C#N)c2c1CCCC2	i	0.11
Cc1c2cnn(CC(=O)NCCCN3CCCCC3)c(=O)c2c(C)n1Cc1ccccc1	i	0.74
CCC(=O)N(C1=C(NC(C)C)C(=O)c2ccccc2C1=O)C(C)C	i	1.2
COc1cccc(CCc2nc3ccccc3c(=O)n2N)c1	i	1.3
COc1cccc(CNC(=O)CCNC(=O)C2CCN(S(=O)(=O)c3ccc(F)cc3)CC2)c1	i	0.11
Cc1cc(N=Nc2ccc(Cl)cc2)cc(CN2CCCC2)c1O	i	0.72
CCN(CC)C(=O)Cn1c(=O)n(-c2ccc(CC(=O)NCc3ccccc3)cc2)c(=O)c2sccc21	i	1.9
C=CCNc1nc(N(c2ccccc2)c2ccccc2)nc(-n2ccnc2)n1	i	1
CCOC(=O)c1cnc2c(C(=O)OC)cccc2c1NCCN1CCOCC1	i	0.11
CC(=O)N1CCCN(Cc2cn(-c3ccc(C)cc3)nc2-c2cccc(C)c2)CC1	i	0.4
N#Cc1cccnc1N1CCN(C(=O)c2ccccc2)CC1	i	0.38
Cc1nc(=O)c(-c2ccccc2)c(C)n1CC1CCCO1 (stereo not given)	i	0.13
O=C(CN1CCC(c2nc3ccccc3s2)CC1)NCc1ccccc1	i	0.88
Cc1ccc(CNC(=O)COc2ccccc2-c2ccccc2)cc1	i	-0.96
CSc1ccc(CCNC(=O)C2CCCN(c3ncnc4c3nc3n4CCCCC3)C2)cc1 (stereo not given)	i	-3.1
NS(=O)(=O)c1ccc(-c2ccc(/C=N/NC(=O)c3ccc([N+](=O)[O-])cc3)o2)cc1	i	0.99
COCCN(C(=O)CCC(=O)Nc1cc(C)on1)C(C(=O)NC1CCCC1)c1ccccc1F (stereo not given)	i	0.71
CCCCn1c(N)c(N(CC(C)C)C(=O)c2cc(=O)[nH]c3ccccc23)c(=O)[nH]c1=O	i	0.58
COc1ccccc1Oc1ccc(NC(=O)c2ccccc2)cc1	i	-0.64
Cc1nc(CC(=O)Nc2nc(C(C)(C)C)cs2)cs1	i	0.12
O=C(CCOc1ccccc1)Nc1ccnn1C1CCN(Cc2ccc(CO)o2)CC1	i	1.2
Cc1onc(-c2c(Cl)cccc2Cl)c1C(=O)Nc1nc(C(C)(C)C)cs1	i	-0.92
Cc1cc(C(=O)N/N=C\c2ccc(COc3ccc([N+](=O)[O-])cc3)o2)ccc1[N+](=O)[O-]	i	-0.35
CCn1c(-c2nn(C)c(C)c2Cl)n[nH]c1=S	i	-0.01
(further entries)
SMILES	CHT block	Kir21 block
Cc1nnc(SCC(=O)c2cc(C)n(C3CC3)c2C)s1	i	1.5
CC(=O)C1=NN(c2ccccc2)C(c2ccc3c(c2)OCO3)N1c1ccccc1 (stereo not given)	i	1.1
COc1ccc(C(=O)Nc2ccc(NS(=O)(=O)c3ccccc3)cc2)cc1OC	i	0.72
CCOC(=O)c1cnc2c(CC)cccc2c1NCCN1CCOCC1	i	0.92
Cc1cc(C(=O)Nc2ccc3ccccc3c2)c(C)o1	i	-0.38
CCOc1cc(C(=O)NC2=NCCS2)cc(OCC)c1OCC	i	1.4
CC(C)(C)C(=O)CN1C(=O)C2(OCCO2)c2ccccc21	i	-0.32
COc1ccccc1/C=C/C=N/n1c(C)nnc1C	i	1.3
Cc1c(C)c(C)c(CN2CCCC2)c(C)c1C	i	-3.2
CC[C@H](C)[C@H](NC(N)=O)C(=O)NCCc1ccc(Cl)cc1Cl	i	0.48
CCN(CC(=O)NCc1cccs1)C(=O)c1ccc(-c2cccc(C(F)(F)F)c2)o1	i	0.46
CCCCN(C(=O)Cc1ccc(S(=O)(=O)N2CCOCC2)s1)c1c(N)n(CCCC)c(=O)[nH]c1=O	i	2.5
C=CCn1c(C)cc(C(=O)COC(=O)c2ccc(N)c([N+](=O)[O-])c2)c1C	i	0.84
CCC(Oc1ccccc1)C(=O)N1CCN(C(=O)C(CC)Oc2ccccc2)CC1 (stereo not given)	i	-0.06
CCOc1ccccc1NC(=O)N1CCC(n2nnc3cc(C)ccc32)CC1	i	-2.3
COc1cccc(-c2csc(N3CCN(CC(=O)NNC(=O)c4ccc(Br)cc4)CC3)n2)c1	i	1.5
COc1cc(C(Nc2ccc(S(=O)(=O)N3CCC(C)CC3)cc2)C(=O)NCC2CCCO2)cc(OC)c1OC (stereo not given)	i	-0.58
CCOC(=O)C1CCCN(C(=O)CN2C(=O)C(CC)Oc3ccc(C)cc32)C1 (stereo not given)	i	1.4
COc1ccc(-c2ccc(SCC(=O)c3ccccc3)nn2)cc1OC	i	1.8
CCN(CC(=O)Nc1cccc(OC)c1)CC(=O)Nc1ccccc1C	i	-0.11
NS(=O)(=O)c1ccc(NC(=O)/C=C/c2ccccc2[N+](=O)[O-])cc1	i	-1.7
C=Cc1ccc(Cn2c(=O)n(C)c(=O)c3sccc32)cc1	i	-1.2
COc1ccc(N2CCN(C(c3cccs3)C(C)NC(=O)C(=O)N3CCCCC3)CC2)cc1 (stereo not given)	i	0.11
COc1ccc(-c2cccc(C3CC=CC4C3C(=O)N(Cc3ccccc3)C4c3ccc(OC)c(Cl)c3)c2)cc1 (stereo not given)	i	-1.2
CCCc1cc2c(cc1NC(=O)c1ccc(C)cc1)OCO2	i	0.07

Exported with bars between the fields: part of the list above
structure | CHT block | Kir21 block
COc1ccccc1/C=C/C=N/n1c(C)nnc1C | i | 1.3
CCC(Oc1ccccc1)C(=O)N1CCN(C(=O)C(CC)Oc2ccccc2)CC1 (stereo not given) | i | -0.06
CCOC(=O)C1CCCN(C(=O)CN2C(=O)C(CC)Oc3ccc(C)cc32)C1 (stereo not given) | i | 1.4
NS(=O)(=O)c1ccc(NC(=O)/C=C/c2ccccc2[N+](=O)[O-])cc1 | i | -1.7

Next part:
SMILES	CHT block	Kir21 block
NS(=O)(=O)c1ccc(NC(=O)COC(=O)c2ccc(Cl)cc2[N+](=O)[O-])cc1	i	-0.53
CCCc1nc(C)c(-c2ccc(OC)c(OC)c2)c(=O)[nH]1	i	0
COc1ccc(-c2cccc(C3CC=CC4C3C(=O)N(Cc3ccccc3)C4c3cc(C)ccc3F)c2)cc1 (stereo not given)	nt	-0.04
CCCOc1c(OC)cccc1C1CC(=O)Nc2cc3c(cc21)OCO3 (stereo not given)	i	0.7
O=C(O)CC(CC(=O)Nc1ccc2ccccc2n1)c1ccccc1 (stereo not given)	i	0.06
CCCOC(=O)c1ccc(OCC(O)CN2CCN(C(=O)c3ccccc3)CC2)cc1 (stereo not given)	i	0.03
CN(C)CCCNC(=O)C(=O)NCC1OCCN1S(=O)(=O)c1cccs1 (stereo not given)	i	-0.81
Cc1nn(C)c(C(=O)N2CCN(C(=O)c3ccco3)CC2)c1[N+](=O)[O-]	i	-0.2
CC(C)c1ccc(OCCCN2CCCC2)cc1	i	0.55
CCCCNC(=O)O[C@H]1C[C@@H]2CCN3C(=O)CCC[C@H]([C@H]1CC)[C@H]23	i	-0.54
O=C1Cc2ccccc2C(=O)N1Cc1cccc(Cl)c1	i	-0.47
COc1ccc(C(C(=O)NCC2CCCO2)N(C(=O)CNC(=O)c2cccs2)c2ccc(C(C)=O)cc2)cc1OC (stereo not given)	i	0.11
O=S(=O)(c1ccc2oc(=S)[nH]c2c1)N1CCCCC1	i	0.65
C=CCN1C(=O)/C(=C2\SC(N3CCOCC3)=NC2=O)c2cc(Br)ccc21	i	2.6
O=C(NCc1ccccn1)C1CC(c2ccc(Cl)c(Cl)c2)=NO1 (stereo not given)	i	-0.16
Cc1ccc(NS(=O)(=O)c2ccc(OCC(=O)NCc3ccncc3)cc2)cc1	i	0.05
N#Cc1cc2c(nc1SCc1cccnc1)CCCC2	i	-0.02
CC(C)Cn1cc(F)c(=O)n(CC(C)C)c1=O	i	1.8
Cc1cn([C@H]2C[C@H](N=[N+]=[N-])[C@@H](CO)O2)c(=O)[nH]c1=O	i	1.9
C=CCn1c(SCC(=O)NC2CC2)nnc1-c1ccccn1	i	0.58
O=C(OCC(=O)c1cccs1)C1=COCCO1	i	2
Cc1ccc(-n2[nH]c(C)c(/C=N/NC(=O)c3ccc(O)cc3O)c2=O)cc1	i	-0.91
C=C1C(=O)[C@@]23[C@H](O)C[C@@H]4C(C)(C)CC[C@H](O)[C@@]4(C)[C@@H]2CC[C@@H]1[C@H]3O	i	-3.1
Cc1cccc(-c2n[nH]c(=S)n2/N=C/c2ccco2)c1	i	0.29
CCN(CC)S(=O)(=O)c1ccc(C(C)NC(=O)Cc2c[nH]c3ccccc23)cc1 (stereo not given)	i	-1.9
Next section:
SMILES	CHT block	Kir21 block
CCCCC(=O)Nc1ccc(NC(=S)NC(=O)CC(C)C)cc1OC	i	0.64
COC(=O)[C@H](Cc1ccccc1)NC(=O)Nc1ccc(S(N)(=O)=O)cc1	i	1.7
CC(=O)N1CCN(S(=O)(=O)c2cccc(C(=O)Nc3nc4c(s3)CCCC4)c2)CC1	i	1.2
CCOc1ccc(C(=O)NNC2CC(=O)N(CCc3ccccc3)C2=O)cc1OC (stereo not given)	i	-0.37
CC(C)(C)NS(=O)(=O)c1cnc(Cl)c(Cl)c1	i	-0.01
CCN1CCN(C(C(=O)NC2CCCC2)c2cc3c(cc2[N+](=O)[O-])OCO3)CC1 (stereo not given)	i	0.09
O=C(/C=C/Nc1ccc(Br)cc1F)c1ccccc1	i	-0.03
O=c1[nH]c(C2CCN(S(=O)(=O)c3ccc4c(c3)OCCO4)CC2)nc2c1nnn2Cc1c(F)cccc1Cl	i	-0.39
CCOc1ccccc1N(C(=O)c1ccco1)C(C(=O)NC1CCCC1)c1cccs1 (stereo not given)	i	-2.5
COc1ccc(S(=O)(=O)NCc2ccc(C(=O)N3CCc4ccccc4C3)cc2)cc1	i	-0.61
CCC(=O)N(CCc1ccccc1)Cc1cc2cc(OC)ccc2[nH]c1=O	i	-1.6
CCOc1ccc(C(=O)COC(=O)c2ccc(-n3cnnn3)cc2)cc1	i	-0.51
Cc1cccc(NC(=O)CC2C(=O)NC3CCCCC3N2C(=O)c2ccccc2Cl)c1 (stereo not given)	i	0.47
CCCS(=O)(=O)N1CCCC(C(=O)N2CCN(C(=O)OCC)CC2)C1 (stereo not given)	i	1.6
Cc1nc(S/C(=C\c2ccc(OCc3ccccc3Cl)cc2)C(=O)O)n[nH]1	i	nt
Cc1ccc(C(=O)/C=C/Nc2ccccc2C(N)=O)o1	i	1.2
COc1cccc(OCc2nc3ccccc3c(=O)n2N)c1	i	1.9
COCC(=O)NCc1nc2ccccc2n1Cc1ccccc1F	i	-0.43
CCOC(=O)c1c(NC(=O)COC(=O)c2cnc(C)cn2)sc(C(=O)N(C)C)c1C	i	3.9
CC#CC(=O)NCC1(N(C)Cc2ccccc2)Cc2ccccc2C1	i	0.32
CCCOC(=O)CCNc1n[nH]c(=O)[nH]c1=O	i	-0.62
COC(=O)c1ccc(C(=O)NC2CCSc3ccccc32)cc1 (stereo not given)	i	-0.03
CC(C)(C)c1ccc(N2C(=O)CC(c3ccccc3)C2=O)cc1 (stereo not given)	i	0.06
CCCc1[nH]nc2c1C(c1ccc(OC)c(CSC3=NCCS3)c1)C(C#N)=C(N)O2 (stereo not given)	i	0.86
O=C(NCCN1CCCCC1)Nc1ccc(F)cc1F	i	-0.74
Going on with the list:
SMILES	CHT block	Kir21 block
CC(NS(=O)(=O)c1ccccc1)C(=O)NCCc1ccccn1 (stereo not given)	i	0.63
O=C(C1CCCN(Cc2cccs2)C1)N1CCCCCC1 (stereo not given)	i	-0.93
CC(C)(C)C(=O)NC1CCN(S(=O)(=O)c2ccc(C(F)(F)F)cc2)CC1	i	0.61
COc1ccccc1Nc1nnc(SCC(=O)Nc2cc(C)on2)s1	i	-0.93
CCOc1ccc(NS(=O)(=O)c2ccc3[nH]c(=O)oc3c2)cc1	i	0.04
CC1(C(=O)N(CC(=O)NC2CCCC2)C2CCCC2)CC(=O)N=C2C=CC=CN21 (stereo not given)	i	0.34
CC(=O)NCCC(=O)Nc1ccc(C(N)=O)cc1	i	0.41
C=C(C)Cn1c(=O)c2c(nc3n2CCN3c2cccc(Cl)c2C)n(C)c1=O	i	-1.5
O=C1CN(C(=O)NCC(=O)N[C@H](Cc2ccccc2)C(=O)O)c2ccccc2N1	i	1.4
Cn1c(=O)[nH]c(=O)c2c1nc(N1CCNCC1)n2Cc1cccc2ccccc12	i	-1.3
CCN(CC)c1nc(NN)nc(Nc2ccc(C)c(Cl)c2)n1	i	-0.68
Cc1ccc(C(=O)NNC(=O)c2ccc(NS(=O)(=O)c3cccs3)cc2)s1	i	-1.1
FC(F)(F)c1cccc(-c2ccc(-c3csnn3)o2)c1	i	0.16
Cc1c(Br)c([N+](=O)[O-])nn1CC(=O)N1CCc2ccccc2C1	i	0.08
CCCOc1ccc(CNC(=S)Nc2ccccc2)cc1Cl	i	0.06
CCCCn1nnnc1NCc1cccnc1	i	1.2
Cc1cc(C)cc(N(CC(=O)N2CCN(Cc3ccccc3)CC2)S(=O)(=O)c2c(C)noc2C)c1	i	1.6

Filtered by structure: the entries above containing an aryl thioether with sulfur outside any ring.
SMILES	CHT block	Kir21 block
CSc1ccc(CCNC(=O)C2CCCN(c3ncnc4c3nc3n4CCCCC3)C2)cc1 (stereo not given)	i	-3.1
Cc1nnc(SCC(=O)c2cc(C)n(C3CC3)c2C)s1	i	1.5
COc1ccc(-c2ccc(SCC(=O)c3ccccc3)nn2)cc1OC	i	1.8
N#Cc1cc2c(nc1SCc1cccnc1)CCCC2	i	-0.02
C=CCn1c(SCC(=O)NC2CC2)nnc1-c1ccccn1	i	0.58
Cc1nc(S/C(=C\c2ccc(OCc3ccccc3Cl)cc2)C(=O)O)n[nH]1	i	nt
COc1ccccc1Nc1nnc(SCC(=O)Nc2cc(C)on2)s1	i	-0.93

Source: PubChem BioAssay (Johns Hopkins Ion Channel Center)
